# H9c2 TAG inh = inhibitors of triacylglycerol accumulation | inhibition, % at 12.5 µM | AID 651582 | H9c2 cells, Nile Red lipid (TAG) fluorescence; cells loaded with 200 µM oleic acid | 230,000 tested, 0.66% active;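 active means pattern-corrected inhibition of lipid staining of at least 50% with the nuclear-stain viability signal not falling by more than 50%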;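 further: 0% = DMSO wells and 100% = triacsin C control wells; some results filed as inactive read as strong as hits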
# H9c2 TAG inh DAPI viability = recorded beside H9c2 TAG inh, whose call it bears; DAPI nuclei signal change (viability), lower = more cytotoxic, %;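 whole-well DAPI fluorescence read on a plate reader as a viability signal; minus 50 percent equals half of cells still viable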
# Active calls of the source: *. Not all compounds are listed; the hit share may differ from the screen's.
SMILES,H9c2 TAG inh,H9c2 TAG inh DAPI viability
CC(C)(C)NS(=O)(=O)c1ccc2nc(NC(=O)Cc3cccs3)sc2c1,19.1,-5.4
CN(CC(=O)Nc1ccc(F)cc1)C(=O)COc1ccc([N+](=O)[O-])cc1Cl,1.4,-4.3
COc1cc2c(cc1OC)C(C)=NC1(CCCCC1)C2,-8.0,63.9
COc1cccc(-c2nn(-c3ccc(C)cc3)cc2C(=O)N2CCc3cc(OC)c(OC)cc3C2)c1,16.4,-12.4
Cn1ccnc1C1CCCCN1Cc1nc(-c2ccc3c(c2)OCO3)no1 (stereo not drawn),-0.1,0.4
CC(C)Oc1ccc(C(=O)Nc2cc(S(=O)(=O)N3CCOCC3)ccc2N2CCOCC2)cc1,7.5,-2.5
NC(=O)c1ccsc1NC(=O)c1ccc(S(=O)(=O)N2CCCCC2)cc1,8.6,14.1
COc1ccc(CCNC(=S)NCCc2c[nH]c3ccccc23)cc1,11.2,-3.8
COc1ccc(C(=O)N2CCC(C(=O)Nc3ccc4c(c3)OCCO4)CC2)cc1,-2.2,1.9
CCCCC(=O)NC(=S)NNC(=O)c1ccc(Cl)cc1Cl,-10.0,11.4
CC(=O)c1cc2c(C)c(C(=O)c3ccccc3)oc2cc1O,-3.8,15.1
CCOC(=O)N1CCN(C(=O)CSc2ccc3nnc(CCNC(=O)c4ccccc4)n3n2)CC1,-4.1,5.3
O=C(Nc1cccc(C(F)(F)F)c1)C1Cc2c(-c3ccccc3Oc3ccccc3)ccnc2O1 (stereo not drawn),-8.0,-5.9
CCn1c2ccccc2c2cc(NC(=O)N3CCCCC3)ccc21,4.0,-3.4
Cc1ccc(Nc2nc(C)nc3c2oc2ccccc23)cc1,29.1,-4.3
CCCCn1c(NCc2ccc(OC)cc2O)nc2ccccc21,-14.9,36.4
COc1ccc(/C=C/C(=O)c2ccc([N+](=O)[O-])o2)cc1,64.5,-51.5
CC(C)(C)NC(=O)NC(=O)COC(=O)c1cccc(NS(=O)(=O)c2ccc(F)c(F)c2)c1,2.7,3.6
O=C(c1ccc(Br)o1)N1CCN(c2ccc3nnc(-c4ccc(F)cc4)n3n2)CC1,26.7,-1.2
Nc1nc(-c2ccccn2)nc(N)c1Cc1ccc(Cl)cc1Cl,18.3,5.2
O=C(Cc1ccccc1)Nn1c(O)c(/C=C2\C=Nc3ccccc32)sc1=S,18.6,5.9
Cc1nc(-c2noc(-c3ccccc3Cl)n2)c(C(F)(F)F)o1,8.2,-5.8
COc1cc(C(=O)Nc2sc3c(c2C(=O)NCc2ccco2)CCCC3)cc(OC)c1OC,41.0,18.2
COc1cc(C(=O)Nn2c(CC(C)C)nc3ccccc3c2=O)cc(OC)c1OC,0.7,-9.6
CC(=O)NS(=O)(=O)c1ccc(NC(=O)/C=C/c2ccco2)cc1,-1.2,1.8
COc1cc(NC(=O)COC(=O)CCc2nc3ccccc3c(=O)[nH]2)cc(OC)c1,-8.5,10.5
O=C(NC(Nc1nc2ccc([N+](=O)[O-])cc2s1)(C(F)(F)F)C(F)(F)F)c1ccccc1Cl,10.4,-10.1
Cn1cc(CNCc2cnc3ccccn23)c(-c2ccc(Oc3ccccc3)cc2)n1,-8.2,21.8
O=S(=O)(c1cccc(C(F)(F)F)c1)N1CCN(CC(O)COCc2ccccc2)CC1 (stereo not drawn),-2.3,0.4
Cc1ccc(NC(=O)C(C)N=C2NS(=O)(=O)c3ccccc32)cc1 (stereo not drawn),0.2,1.3
COc1ccc(-c2ccc(C(=O)N3CCN(C)CC3)c3occc23)c(C)c1,2.9,-0.2
CC(=O)N[C@@H](CC(=O)N[C@H](CCC(=O)O)C(=O)O)C(=O)O,0.8,4.0
O=C(COC(=O)CSc1nnc(-c2ccc(Cl)cc2)o1)NCc1ccc2c(c1)OCO2,-1.5,2.7
COc1ccc(NC(=O)c2cc(-c3ccc(C)o3)nc3ccccc23)c(OC)c1,-11.5,10.4
Cc1cccc(C)c1NCc1n[nH]c(=S)n1-c1ccccc1,-11.8,-4.0
O=C(CSc1ncnc2c1oc1ccccc12)c1cccs1,-19.6,3.2
O=C1C=C(c2ccc3[nH]ccc3c2)C[C@@H](c2ccc(Cl)cc2)C1,-10.0,7.0
O=C(O)CCCn1cc(NC(=O)COc2ccc(F)cc2F)cn1,4.4,1.1
CNC(=O)/C(C#N)=c1\s/c(=C/C(=O)OC)c(=O)n1-c1ccccc1,2.9,-5.2
CN1c2ccccc2C(O)=C(C(=O)Nc2ccccc2)S1(=O)=O,-12.0,-12.0

# Quoted from above, 23 compounds:
SMILES,H9c2 TAG inh,H9c2 TAG inh DAPI viability
CC(C)(C)NC(=O)NC(=O)COC(=O)c1cccc(NS(=O)(=O)c2ccc(F)c(F)c2)c1,2.7,3.6
O=C(c1ccc(Br)o1)N1CCN(c2ccc3nnc(-c4ccc(F)cc4)n3n2)CC1,26.7,-1.2
Nc1nc(-c2ccccn2)nc(N)c1Cc1ccc(Cl)cc1Cl,18.3,5.2
O=C(Cc1ccccc1)Nn1c(O)c(/C=C2\C=Nc3ccccc32)sc1=S,18.6,5.9
Cc1nc(-c2noc(-c3ccccc3Cl)n2)c(C(F)(F)F)o1,8.2,-5.8
COc1cc(C(=O)Nc2sc3c(c2C(=O)NCc2ccco2)CCCC3)cc(OC)c1OC,41.0,18.2
COc1cc(C(=O)Nn2c(CC(C)C)nc3ccccc3c2=O)cc(OC)c1OC,0.7,-9.6
CC(=O)NS(=O)(=O)c1ccc(NC(=O)/C=C/c2ccco2)cc1,-1.2,1.8
COc1cc(NC(=O)COC(=O)CCc2nc3ccccc3c(=O)[nH]2)cc(OC)c1,-8.5,10.5
O=C(NC(Nc1nc2ccc([N+](=O)[O-])cc2s1)(C(F)(F)F)C(F)(F)F)c1ccccc1Cl,10.4,-10.1
Cn1cc(CNCc2cnc3ccccn23)c(-c2ccc(Oc3ccccc3)cc2)n1,-8.2,21.8
O=S(=O)(c1cccc(C(F)(F)F)c1)N1CCN(CC(O)COCc2ccccc2)CC1 (stereo not drawn),-2.3,0.4
Cc1ccc(NC(=O)C(C)N=C2NS(=O)(=O)c3ccccc32)cc1 (stereo not drawn),0.2,1.3
COc1ccc(-c2ccc(C(=O)N3CCN(C)CC3)c3occc23)c(C)c1,2.9,-0.2
CC(=O)N[C@@H](CC(=O)N[C@H](CCC(=O)O)C(=O)O)C(=O)O,0.8,4.0
O=C(COC(=O)CSc1nnc(-c2ccc(Cl)cc2)o1)NCc1ccc2c(c1)OCO2,-1.5,2.7
COc1ccc(NC(=O)c2cc(-c3ccc(C)o3)nc3ccccc23)c(OC)c1,-11.5,10.4
Cc1cccc(C)c1NCc1n[nH]c(=S)n1-c1ccccc1,-11.8,-4.0
O=C(CSc1ncnc2c1oc1ccccc12)c1cccs1,-19.6,3.2
O=C1C=C(c2ccc3[nH]ccc3c2)C[C@@H](c2ccc(Cl)cc2)C1,-10.0,7.0
O=C(O)CCCn1cc(NC(=O)COc2ccc(F)cc2F)cn1,4.4,1.1
CNC(=O)/C(C#N)=c1\s/c(=C/C(=O)OC)c(=O)n1-c1ccccc1,2.9,-5.2
CN1c2ccccc2C(O)=C(C(=O)Nc2ccccc2)S1(=O)=O,-12.0,-12.0

# Random excerpt: 2 records from the list
SMILES,H9c2 TAG inh,H9c2 TAG inh DAPI viability
COc1cc(C(=O)Nn2c(CC(C)C)nc3ccccc3c2=O)cc(OC)c1OC,0.7,-9.6
O=C(Cc1ccccc1)Nn1c(O)c(/C=C2\C=Nc3ccccc32)sc1=S,18.6,5.9

# Carrying on:
SMILES,H9c2 TAG inh,H9c2 TAG inh DAPI viability
O=C(NCCc1ccccc1)c1ccc(S(=O)(=O)N2CCCCC2)cc1,-5.9,0.0
Cc1ccccc1CC(=O)Nc1cccc(S(=O)(=O)N2CCCC2)c1,-4.5,-6.3
CCCc1[nH]n(-c2ccc(F)cc2)c(=O)c1C=Nc1ccc(C)cc1,-2.1,-4.1
Cc1[nH]c2ccc(F)cc2c1CCN(Cc1ccncc1)C(=S)Nc1ccc(F)cc1,-1.7,8.6
O=C(CN1C(=O)C2CC=CCC2C1=O)Nc1ccc(S(=O)(=O)Nc2ncccn2)cc1 (stereo not drawn),9.0,-4.8
OCCN(Cc1ccccc1)Cc1ncccc1O,-11.1,8.9
CC12CCC(C(=O)NCCCn3ccnc3)(OC1=O)C2(C)C (stereo not drawn),12.4,0.4
O=C(O)c1cc(/C=C/c2ccc(N3CCOCC3)cc2)nc2ccccc12,-7.4,5.8
O=C(CCC1CCCCC1)NCc1cccs1,-0.1,-10.6
Cc1cc2c(cc1C)CSC(c1c(O)ccc3ccccc13)SC2,-74.4,0.5
CCN(CC)S(=O)(=O)c1ccc(/C=C/C(=O)OCC(=O)NNC(=O)c2ccc(OC)cc2)cc1,2.9,-2.4
O=C(O)C1CCCCC1C(=O)NCCC(c1ccccc1)c1ccccc1 (stereo not drawn),-8.6,14.4
COc1cc(OC)cc(-n2nnnc2SCC(=O)NCCc2ccc(OC)c(OC)c2)c1,6.7,-3.7
Cc1ccc(C(=O)c2ccc(C)cc2)cc1,8.3,-4.8
O=C(COc1ccc2ccccc2c1)NC1=NCCS1,-7.5,1.4
CCOC(=O)c1cc(-c2csc(-c3ccc(C(C)(C)C)cc3)n2)on1,14.7,-2.7
Cc1ccc(OCCCC(=O)Nc2nnc(C3CCCO3)s2)c(C)c1 (stereo not drawn),9.3,2.8
CCN(CC(=O)Nc1cc(S(=O)(=O)N2CCCCC2)ccc1C)Cc1ccccc1,-27.9,7.2
O=C(Nc1cccc(C(=O)N2CCOCC2)c1)C1CCCC1,7.8,-5.4
Cc1ccc(CNC(=O)C2CSC3(C)CCC(=O)N23)cc1 (stereo not drawn),-1.3,4.5

# Source: PubChem BioAssay
